Screening results: PubChem, several laboratories
SR-BI uptake up – activators of SR-BI mediated DiI-HDL uptake, primary screen, ldlA[mSR-BI] CHO cells, DiI fluorescence; activation, % at 12.5 µM; 3 h; 100 = double the neutral-control signal; hit rate 0.096% among 320,000; AID 504775, 2011;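 active = mean replicate activation of at least 60% and every replicate at or above 60%; inconclusive = mean or all-replicate condition met, but not both; inactive = mean below 60% and not all replicates reaching 60%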;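 also: 0% = median plate neutral-control signal and 100% = twice that signal; values of inactives mirror those of a sister screen read the other way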
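Assay system: LDL receptor-deficient CHO ldlA cells overexpressing murine SR-BI / Medium: BSA-supplemented, HEPES-buffered Ham's F12, pH 7.4 / Probe or stimulus: DiI-labelled HDL at 10 µg/mL final / Timing: compound with DiI-HDL co-incubation, 3 h at 37 °C / Technique: bottom-read cell fluorescence after medium removal, ex 550/em 595 nm / Measure: HDL uptake via cellular fluorescence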
dFosB act – activators of delta FosB homodimer, primary screen, biochemical, fluorescence polarization, TAMRA-CDK5 oligo, single point. Protein FosB (Mus musculus), P13346. activation, % at 25 µM. AID 493131, 2011. hit rate 0.99% among 340,000. purified delta FosB; percent of positive-control signal above neutral wells;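 active = mean activation above about 17%, with every replicate also reaching it, limit read from the data, passing the limit was not always enough; inconclusive = only one of the two conditions met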;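 also: fluorescence polarization rise as delta FosB binds a TAMRA Cdk5 AP-1 oligo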
MITF TRPM1 HTS – activators of MITF-driven TRPM1 promoter reporter, primary screen, cell-based, SK-MEL-5, luciferase, single point. SK-MEL-5 TRPM1-promoter luciferase, 24 h; % of positive control, neutral wells = 0. activation, % at 12.5 µM. hit rate 0.75% among 300,000. AID 588334, 2011;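 active = mean activation of at least 80% with every replicate also reaching 80%; inconclusive = mean reaches 80% but some replicate falls short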;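 also: 0% = neutral control wells and 100% = parthenolide positive control wells; values of inactives mirror those of a sister screen read the other way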
HTR5A ag ctr – HTR5A agonists in luminescence cell assay, primary screen, counter-screen for OPRM1-OPRD1 heterodimer agonist project, full-deck HTS; activation, % at 9.3 µM; 5-hydroxytryptamine receptor 5A (Homo sapiens), P47898; cell-based; AID 504692, 2011; hit rate 0.61% among 340,000; in the data active = activation mostly above about 9.5%, no sharp cut-off; inactive = mostly below about 7.6%;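 also: 0% = cells with vehicle only and 100% = reference agonist; strong numbers were not always called active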
PvdQ acylase – P. aeruginosa PvdQ acylase inhibitors, primary screen, biochemical, fluorescence, plate reader and imaging, single point; inhibition, % at 10 µM; purified PvdQ acylase; hit rate 0.063% among 340,000; AID 488965, 2010; PvdQ acylase [Pseudomonas aeruginosa LESB58]; in the data active = inhibition above about 30%, passing the limit was not always enough; inconclusive = no clear call, values can overlap the other calls;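 also: 0% = vehicle neutral wells and 100% = reference inhibitor wells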
Rtt109 Vps75 – inhibitors of C. albicans Rtt109/Vps75 HAT, primary screen, biochemical, ThioGlo CoA-SH fluorescence, plate reader; hit rate 0.16% among 330,000; inhibition, % at 34.9 µM; Histone acetyltransferase RTT109 (Candida albicans (strain SC5314 / ATCC MYA-2876)), …; purified Rtt109/Vps75, 4 h;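 active = inhibition of at least 50% in every replicate; inconclusive = best replicate reaches 50% inhibition but some replicates fall short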
Target sequence (Q5AAJ8 whole entry, looked up): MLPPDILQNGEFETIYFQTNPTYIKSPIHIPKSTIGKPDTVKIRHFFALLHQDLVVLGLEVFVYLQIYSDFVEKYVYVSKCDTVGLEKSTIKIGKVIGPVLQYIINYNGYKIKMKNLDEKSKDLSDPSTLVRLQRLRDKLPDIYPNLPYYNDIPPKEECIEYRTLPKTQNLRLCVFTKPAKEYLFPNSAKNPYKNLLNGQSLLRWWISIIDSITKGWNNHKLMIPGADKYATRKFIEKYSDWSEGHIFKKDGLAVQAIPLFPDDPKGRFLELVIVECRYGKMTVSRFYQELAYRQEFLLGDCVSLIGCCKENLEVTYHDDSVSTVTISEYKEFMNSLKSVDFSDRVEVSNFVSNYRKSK
CDK5 inh – inhibitors of human CDK5/p35 kinase, primary screen, biochemical, single concentration; Cyclin-dependent kinase 5 (Homo sapiens) + Cyclin-dependent kinase 5 activator 1 (Homo …; Recombinant CDK5/p35, ADP-Glo luminescence, 60 min; inhibition, % at 10 µM; hit rate 0.01% among 330,000; AID 488839, 2010;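 active = highest replicate inhibition of at least 50% and at least 75% of replicates reaching 50%; inconclusive = only one of the two criteria met; inactive = both criteria failed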;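 also: plate controls were DMSO neutral control for no effect and GW8510 at 10 µM for full effect; many of its hits are not listed in these tables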
Wnt bcat act – Wnt/beta-catenin pathway activators, primary screen, cell-based, plate reader, single point; Wnt/beta-catenin reporter cell assay, activator; activation, % at 9.35 µM; hit rate 1.2% among 300,000; in the data active = activation above about 30%, passing the limit was not always enough; inconclusive = no clear call, values can overlap the other calls;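 also: 0% = neutral control wells and 100% = positive control wells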
RTF Ca sens act – cardiac RTF calcium sensitivity activators, primary screen, biochemical, IANBD-TnC fluorescence, EC20 calcium; Troponin I, cardiac muscle (Homo sapiens) + Troponin T, cardiac muscle (Homo sapiens) + …; hit rate 0.24% among 340,000; activation, % at 7.2 µM; IANBD-labeled TnC RTF fluorescence at EC20 calcium; 0% EC20 calcium, 100% full calcium;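 active = activation above the mean over all tested compounds plus 3 SD, cut at about 30% in these data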;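 also: rise in fluorescence read as greater calcium sensitivity of cardiac thin filaments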
SR-BI HDL uptake – inhibitors of SR-BI mediated HDL lipid uptake, primary screen, ldlA[mSR-BI] cells, fluorescence, single point. Scavenger receptor class B member 1 (Mus musculus), Q61009. ldlA[mSR-BI] CHO cells, DiI-HDL uptake fluorescence, 3 h. inhibition, % at 12.5 µM. hit rate 0.96% among 320,000;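 active = mean replicate inhibition of at least 70% and a set share of replicates each scoring 70 or more; inconclusive = meets just one of the two criteria; inactive = fails both criteria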;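 also: 0% = median of neutral control wells and 100% = median of positive control wells; values of inactives mirror those of a sister screen read the other way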
Target sequence (Q61009 whole entry, looked up): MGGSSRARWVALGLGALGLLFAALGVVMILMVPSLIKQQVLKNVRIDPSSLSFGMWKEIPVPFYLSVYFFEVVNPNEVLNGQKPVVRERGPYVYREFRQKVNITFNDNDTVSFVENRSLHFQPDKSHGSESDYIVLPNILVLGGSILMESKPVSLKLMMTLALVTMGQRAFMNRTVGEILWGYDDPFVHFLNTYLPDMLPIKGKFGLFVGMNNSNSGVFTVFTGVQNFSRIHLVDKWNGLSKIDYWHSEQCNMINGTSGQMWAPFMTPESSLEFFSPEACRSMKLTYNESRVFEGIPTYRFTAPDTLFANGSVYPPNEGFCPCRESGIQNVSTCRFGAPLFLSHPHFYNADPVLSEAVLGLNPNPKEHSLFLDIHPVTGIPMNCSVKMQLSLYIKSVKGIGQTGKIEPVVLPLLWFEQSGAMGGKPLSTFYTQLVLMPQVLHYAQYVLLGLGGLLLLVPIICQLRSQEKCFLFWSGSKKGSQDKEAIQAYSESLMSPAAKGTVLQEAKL
* = called active by the depositor; ? = inconclusive; · = no result given.

structure	SR-BI uptake up	dFosB act	MITF TRPM1 HTS	HTR5A ag ctr	PvdQ acylase	Rtt109 Vps75	CDK5 inh	Wnt bcat act	RTF Ca sens act	SR-BI HDL uptake
CC(OC(=O)C1CCCC1)C(=O)Nc1ccc(S(N)(=O)=O)cc1 (stereo unspecified)	-6.3	-2.0	-0.5	-1.7	3.9	3.5	-2.2	-0.7	-3.5	6.3
CCOc1ccc(C(=O)OCC(=O)N2CC(C)OC(C)C2)cc1OCC (stereo unspecified)	-9.9	-8.8	-2.8	0.0	-13.5	-10.4	0.3	-1.3	-0.4	9.9
O=C(COC(=O)Cn1[nH]c(=O)c2ccccc2c1=O)Nc1c(Cl)cccc1C(F)(F)F	-4.5	7.1	-4.6	-4.2	-4.9	-0.7	2.6	-2.3	-2.9	4.5
Cc1ccc(-c2cn3c(n2)CCCC3)cc1	16.0	0.0	17.4	-0.9	-7.8	1.9	-3.9	2.6	-4.2	-16.0
COc1ccccc1/C=C/C=N/NC(=O)c1ccccn1	-12.4	-5.6	96.5*	-1.2	1.9	5.6	-1.2	19.0	1.0	12.4
CC1=C(C(N)=O)C(c2sccc2C)n2nnnc2N1 (stereo unspecified)	6.7	4.6	-2.5	-2.8	-6.7	-2.4	-0.8	-3.9	-7.0	-6.7
CN=C(Nc1cc(C)nn1-c1ccccc1)c1ccc(F)cc1	-8.3	1.4	-6.5	-3.8	0.0	-7.4	0.9	-2.0	-3.9	8.3
CCN(CC)CCN1C(=O)c2ccccc2NC1c1ccc(F)cc1 (stereo unspecified)	5.6	-5.5	·	6.8	-23.9	-6.3	-1.1	·	-0.6	-5.6
COc1cc(OC)c(/C=N/n2c(C3CCCCC3)n[nH]c2=S)c(OC)c1	-16.0	-1.9	7.8	0.0	0.7	-2.0	0.4	-0.1	-5.3	16.0
O=C(OCC(=O)N1CCN(C(=O)c2ccco2)CC1)c1cc(F)c(F)cc1Cl	-31.6	0.0	6.7	-2.3	-14.9	0.2	-3.3	-1.2	-4.4	31.6
COc1cc(OC)c2ccc(=O)oc2c1C(CCN1CCCC1)c1ccc(N(C)C)cc1 (stereo unspecified)	2.6	1.7	-0.9	3.3	-1.0	-2.6	-0.6	-3.0	8.4	-2.6
CCCn1c(N)c(C(=O)CSc2ncnc3sccc23)c(=O)n(C)c1=O	-53.1	-12.2	-6.2	-0.9	-6.4	-4.4	-4.1	3.4	-4.0	53.1
c1ccc(-c2noc(-c3ccc4c(c3)OCO4)n2)cc1	16.6	-3.2	3.1	1.8	6.5	-7.3	0.7	12.4	4.3	-16.6
CN(Cc1c(F)cccc1Cl)C(=O)CNC(=O)c1ccc2c(c1)OCO2	6.8	7.0	29.9	-4.0	-12.1	-9.5	1.0	13.1	-3.6	-6.8
COC(=O)c1sc(NC(=O)CSc2nnc(Cn3nnc4ccccc43)n2C)nc1C	-6.0	-8.3	-2.9	3.6	-1.1	3.7	-1.3	-1.1	12.2	6.0
O=C(CN1C(=O)CCC1=O)Nc1ccc(S(=O)(=O)N2CCOCC2)cc1	9.9	3.4	-7.8	1.2	-11.1	-9.3	-6.3	·	-5.4	-9.9
O=C(Nc1ccc(S(=O)(=O)N2CCCC2)cc1)c1cc(F)c(F)cc1Cl	-19.9	-8.2	2.9	-3.1	4.8	13.4	1.2	1.9	1.2	19.9
C=CCNC(=O)c1sc(-c2ccccc2)nc1C	-7.6	0.4	24.6	-1.5	3.2	5.5	-1.1	6.8	-2.1	7.6
CCSc1nc(-c2ccccc2)c2cc(Cl)ccc2n1	4.8	-3.8	6.0	1.2	-14.8	-3.1	-0.1	-1.2	2.9	-4.8
C[C@@H]1COC(=O)[C@@H](CC(=O)OC(C)(C)C)C/C=C\C[C@@H](CC(=O)N[C@H](CO)Cc2ccccc2)C(=O)N1	17.5	-3.4	8.1	-4.4	-16.1	-6.3	1.8	6.4	-3.0	-17.5
COc1ccc(CCNC(=O)c2cccc(S(=O)(=O)N3CCCCC3)c2)cc1	-13.7	-6.4	-12.8	1.8	1.3	3.5	-0.5	0.6	2.8	13.7
Cc1ccc2cc3c(NC(=O)C(C)C)nn(C)c3nc2c1	-5.2	6.5	8.1	-1.4	-7.6	-2.4	-0.5	-2.6	-0.9	5.2
COc1cccc(C(=O)Nc2nnc(C(C)C)s2)c1	3.7	-4.0	17.2	0.5	-5.9	-12.9	-0.6	·	-4.1	-3.7
Cc1ccc(C(=O)Nc2c(C)n(C)n(-c3ccccc3)c2=O)cc1S(=O)(=O)N1CCOCC1	25.4	-1.1	-2.0	8.9	2.9	-3.6	-2.9	·	1.4	-25.4
Nc1nonc1-n1nnc(C(=O)N/N=C/c2ccccc2Cl)c1-c1ccccc1	-34.5	-12.3	4.9	2.7	1.5	1.7	-0.7	3.2	-6.5	34.5
Cc1cc(C)n2nc(CNS(=O)(=O)c3ccc(F)cc3)nc2n1	33.8	-4.3	-1.9	4.1	-15.4	-4.7	-1.5	-2.8	2.2	-33.8
Cc1cccc2cc(CN(C(=O)c3cnccn3)C3CCCCC3)c(Cl)nc12	-7.7	-10.3	0.4	-0.1	1.1	2.9	-1.7	-3.7	-5.3	7.7
O=C1CCCN1CC(O)CS(=O)(=O)Cc1ccccc1Cl (stereo unspecified)	22.7	7.0	-1.1	-2.6	-7.3	3.4	0.6	0.2	-3.7	-22.7
CN(C(=O)c1ccco1)c1nc(-c2ccc(F)cc2)cs1	-22.4	2.3	80.5*	0.3	0.3	0.7	0.0	0.1	-5.4	22.4
CO/N=C/c1ccc(Sc2ccccc2)c([N+](=O)[O-])c1	-10.5	-4.1	-12.4	14.2	?	-12.7	3.6	·	0.7	10.5
Nc1cccc(CN2CCCC2)c1	21.0	-2.7	-15.6	2.4	-2.2	3.1	2.1	-0.3	13.2	-21.0
CCn1c2ccccc2c2nnc(SCc3ccc(C(=O)OC)o3)nc21	-27.7	-18.9	-13.1	4.0	-2.9	-3.2	-0.6	-8.9	6.7	27.7
COc1ccc(OCC(=O)Nn2c(-c3ccc(C)cc3)nc3ccccc3c2=O)cc1	12.8	-1.7	6.6	2.8	-15.5	-5.9	-2.2	1.8	6.1	-12.8
Cn1c(NC(=O)c2cccs2)cc(=O)n(C)c1=O	8.5	1.4	·	3.5	-13.0	4.3	-0.5	-1.8	2.3	-8.8
Nc1ccc(Cc2ccc(N)c(C(=O)O)c2)cc1C(=O)O	20.4	4.0	6.2	5.2	-0.5	8.6	-0.1	2.0	4.3	-20.4
Cc1ccc(C2NC(=O)c3c(sc(C)c3C)N2)c(O)c1 (stereo unspecified)	-4.9	-10.2	24.7	0.7	5.2	·	-1.0	8.3	0.5	4.9
COc1ccc(NC(=O)CSc2nnc(C3CCCCC3)n2N)cc1OC	4.8	3.2	-6.4	-2.2	-7.5	6.3	0.5	-0.9	-6.8	-4.8
COc1ccc(C(=O)Cn2c(Br)nc3c2c(=O)n(C)c(=O)n3C)cc1	18.5	0.0	9.1	1.0	7.4	-6.7	-0.3	-1.8	6.4	-18.5
Cc1cccn2c(=O)c(/C=C(\C#N)C(=O)NC3CCS(=O)(=O)C3)c(N3CCC(C)CC3)nc12 (stereo unspecified)	6.0	-6.5	-3.3	0.4	-61.4	-5.9	-1.1	-3.4	1.4	-6.0
Cc1ccc(N2CCN(S(=O)(=O)c3ccc(F)c(C)c3)CC2)c(C)c1	14.1	-11.1	0.3	0.8	-10.6	2.5	-0.4	-1.6	-1.0	-14.1
CS(=O)(=O)N1CCCC(C(=O)Nc2ccc(F)c(F)c2)C1 (stereo unspecified)	-7.5	3.3	-2.0	2.2	-16.7	-2.4	-0.4	-0.8	13.5	7.5
CCOCCCNCC(=O)NCC1CCCCC1	6.5	0.7	·	-1.1	-18.6	2.3	-1.2	-1.6	3.9	-6.5
CC(=O)O[C@]1(C(C)=O)CCC2C3CCC4=C/C(=N/OCC(=O)O)CC[C@]4(C)C3CC[C@@]21C (stereo partly specified)	·	-10.8	-6.7	3.7	-12.6	-0.7	0.8	0.7	-6.2	·
COc1ccc(NS(=O)(=O)c2ccc3c(c2)N(C(C)=O)CCS3)cc1	12.0	-1.0	-6.5	0.3	-16.9	0.7	1.7	-1.9	2.3	-12.0
O=S(=O)(Nc1cccc(-c2cn3cccnc3n2)c1)c1ccccc1	8.3	-13.5	-6.7	-4.3	-0.4	-1.4	-0.9	1.0	-2.1	-8.3
S=C(NCc1cccs1)Nc1cccc(Cl)c1Cl	31.2	0.9	2.9	6.1	-9.4	-3.6	0.9	·	-1.8	-31.2
CC(=O)NC(CC(=O)Nc1ccc(S(=O)(=O)NC2=NCCCCC2)cc1)c1ccccc1 (stereo unspecified)	22.5	-2.5	·	-3.0	-4.4	4.1	-0.5	1.0	4.0	-22.5
C/C(=N\S(=O)(=O)c1ccc(C)cc1)N1CCN(S(=O)(=O)c2ccccc2)C1C(C)C (stereo unspecified)	26.4	-16.1	-12.8	-1.6	-26.5	-4.2	-4.6	-2.5	2.5	-26.4
Cc1cccc(OCC(=O)NNS(=O)(=O)c2ccccc2F)c1	14.0	-1.9	-11.3	1.7	-4.0	-4.7	0.9	-1.0	-4.6	-14.0
CCOC(=O)c1cc(S(=O)(=O)N2CCN(c3ccccc3OC)CC2)cn1C	22.6	-7.3	-3.3	0.7	-8.0	-0.8	-0.4	-0.4	0.5	-22.6
COC(=O)[C@@]12CCCN1[C@H](c1ccc(-c3ccc(OC)cc3)c(OC)c1)[C@H]1C(=O)N(C)C(=O)[C@H]12	-9.7	7.1	-7.5	3.4	-2.4	9.1	-0.2	-2.4	2.9	9.7
COc1cccc(-c2c(NC(=O)c3ccco3)oc3ccc(Cl)cc3c2=O)c1	13.1	-5.7	-4.3	-0.7	-15.8	-0.7	-1.8	-1.4	-1.2	-13.1

Compounds were not picked by outcome, and some 4.4% of all compounds hit somewhere here.
